GLS inhibitor: blocks human kidney-isoform glutaminase activity | AID 624170 | actives 0.21% (n = 410,000) | O94925 | Potency, µM (top dose mostly 45.5 µM), for the others: top-dose activity change, negative = inhibition, actives largely listed as inhibitors | GLS enzymatic activity, qHTS titration; further: potency means the concentration at half of the fitted maximal effect; on the % scale 0 is the no-effect control and ±100 the full control effect
Target sequence (O94925 whole entry, looked up, canonical isoform): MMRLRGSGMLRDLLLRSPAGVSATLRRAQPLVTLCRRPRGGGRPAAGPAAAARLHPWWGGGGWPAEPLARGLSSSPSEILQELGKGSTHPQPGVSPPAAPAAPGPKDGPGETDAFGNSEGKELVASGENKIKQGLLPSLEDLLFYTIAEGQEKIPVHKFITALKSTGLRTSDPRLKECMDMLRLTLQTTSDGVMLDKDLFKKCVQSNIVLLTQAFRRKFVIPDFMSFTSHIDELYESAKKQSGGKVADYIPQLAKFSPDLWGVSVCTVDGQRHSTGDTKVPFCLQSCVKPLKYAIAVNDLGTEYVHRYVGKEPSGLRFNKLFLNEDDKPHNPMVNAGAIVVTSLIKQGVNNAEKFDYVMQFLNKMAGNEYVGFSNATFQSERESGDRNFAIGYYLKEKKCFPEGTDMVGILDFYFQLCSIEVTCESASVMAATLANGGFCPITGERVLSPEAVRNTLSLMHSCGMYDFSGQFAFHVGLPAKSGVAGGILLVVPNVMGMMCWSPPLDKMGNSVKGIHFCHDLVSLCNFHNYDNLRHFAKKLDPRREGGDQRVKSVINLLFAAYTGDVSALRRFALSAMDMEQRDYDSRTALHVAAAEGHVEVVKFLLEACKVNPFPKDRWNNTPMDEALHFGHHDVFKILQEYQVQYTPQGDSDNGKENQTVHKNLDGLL
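hKGA in 45 mM KH2PO4 (pH 8.2), 0.02% Tween-20 with compound, then 1mM L-Glutamine (stock as added) plus glutamate oxidase/HRP/Amplex red coupling mix. Fluorescence read initially and after 30 min at RT; signal change reflects glutamate formation.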
JMJD2A Tudor: blocks the human JMJD2A Tudor domain; O75164; AlphaScreen JMJD2A-Tudor / H3K4me3 peptide binding; Potency, µM (highest dose often 114 µM), without a hit: top-dose activity change, negative = inhibition, hits mostly inhibitors; actives 4.4% (n = 390,000); further: potency means the concentration at half of the fitted maximal effect; on the % scale 0 is the no-effect control and ±100 the full control effect; nearly all actives have a fitted effect of over 50% in size
PI4K2A inh: inhibitors of human PI4K2A. actives 0.13% (n = 420,000). purified PI4K2A, ADP-Glo luminescence, 1 h; hits give low values. AID 1346378. activity change, negative = inhibition, % at 76.9 µM; in the data active means activity change below about -50%; inconclusive means mostly about -30% to -49%;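 further: -100% = wells without enzyme as full effect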
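ADP-Glo luminescence measured ADP generated by PI4K2A enzyme (4 ug/mL before mixing) with 1.2 mM PI substrate (pre-mix) and 300 microM ATP (pre-mix). Tris pH7.5 buffer with MgCl2, Triton X-100; 1 h reaction at ambient temperature.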
G9a inh: blocks human histone lysine methyltransferase G9a; Q96KQ7; G9a H3K9 monomethylation, AlphaScreen, 2 h; Potency, µM (highest dose often 102 µM), without a hit: at the highest dose activity, negative = inhibition, usual class: inhibitors; actives 8.8% (n = 350,000); further: potency means the concentration at half of the fitted maximal effect; on the % scale 0 is the no-effect control and ±100 the full control effect; nearly all actives have a fitted effect of over 75% in size
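AlphaScreen detection with an anti-monomethyl H3K9 antibody quantified product after a 2 h room-temperature reaction containing 500 nM biotinylated H3K9 peptide, 20 µM SAM and 20 nM enzyme, which had been preincubated 15 min with compound.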
HP1b binding inh: HP1-beta chromodomain-methylated histone interaction inhibition; Potency, µM (series often up to 114 µM), without a hit: at the top dose activity change, negative = inhibition, hits mostly inhibitors; actives 0.56% (n = 390,000); AlphaScreen HP1-beta / biotin-H3K9me3 peptide binding; AID 540317; further: potency means the concentration at half of the fitted maximal effect; nearly all actives have a fitted effect of over 70% in size; inactives centre near 23
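Compound inhibition of the preformed complex between 50 nM HP1-beta and 50 nM biotinylated H3K9me3 peptide was read by AlphaScreen. Buffer was PBS pH 7.4 with 0.01% Tween-20. Incubations ran 30 min at room temperature, with 10 ug/mL donor/acceptor beads.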
Pin1 inhibitor: inhibitors of human Pin1; Pin1 FP peptide displacement, HiFluor488, 10 min; Potency, µM (doses to about 115 µM), inactives show at the top dose activity, negative = inhibition, usual class: inhibitors; actives 0.009% (n = 390,000); Q13526; AID 504891; active means well fitted inhibition curve with a large enough effect in the polarisation, with a control signal flat, not every such curve was filed as active; inconclusive means small, poorly fitted or top-dose-only effect, or effect the other way, or a change in a side signal; inactive means no such curve, though single readings can be large or run the other way; the % refers to the polarisation; further: potency means the concentration at half of the fitted maximal effect; on the % scale 0 is the no-effect control and ±100 the full control effect
BAZ2B inh: inhibitors of human BAZ2B bromodomain | AlphaScreen BAZ2B-H3K14Ac peptide displacement | AID 504333 | actives 4.4% (n = 360,000) | Potency, µM (doses to about 114 µM), for inactives: at the highest dose activity change, negative = inhibition, usual class: inhibitors; further: potency means the concentration at half of the fitted maximal effect; on the % scale 0 is the no-effect control and ±100 the full control effect; nearly all actives have a fitted effect of over 60% in size
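Complex of BAZ2B and biotin-H3K14Ac (50 nM apiece) forms over 30 min at RT, then faces library compounds up to 110 uM for another 30 min; AlphaScreen beads added, 20 min dark incubation, luminescence read.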
ERG-DNA inh: blocks human ERG Ets domain binding to DNA; P11308; actives 0.028% (n = 370,000); AID 624246; Potency, µM (titrated, usually from 76.9 µM), without a hit: at the top dose FP activity, negative = inhibition, hits mostly inhibitors; fluorescence polarization, His-ERG Ets domain / labelled DNA; active means well fitted inhibition curve with a large enough effect in the polarisation, with a control signal flat; inconclusive means small, poorly fitted or top-dose-only effect, or effect the other way, or a change in a side signal; inactive means no such curve, though single readings can be large or run the other way; the % refers to the polarisation;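 further: polarization taken with two DNA probes labelled with fluorescein and Texas red; potency means the concentration at half of the fitted maximal effect; % of control where 0% means no effect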
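His-tagged ERG Ets domain (1 uM in the protein solution; 300mM KCl, 50mM Tris-HCl, 1mM EDTA, 1mM DTT, pH 7.5) received compound, then a probe mix of 5 nM fluorescein-DNA and 100nM Texas-615-DNA. Fluorescence polarization was read for both dyes.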
Tb PGK inh: blocks T. brucei phosphoglycerate kinase; P07378; PGK/GAPDH coupled, Kinase-Glo luminescence, 60 min; Potency, µM (series often up to 57.5 µM), for the others: at the top dose activity change, negative = inhibition, most hits filed as inhibitors; actives 0.043% (n = 380,000); further: potency means the concentration at half of the fitted maximal effect; on the % scale 0 is the no-effect control and ±100 the full control effect; nearly all actives have a fitted effect of over 60% in size
Target sequence (P07378 whole entry, looked up): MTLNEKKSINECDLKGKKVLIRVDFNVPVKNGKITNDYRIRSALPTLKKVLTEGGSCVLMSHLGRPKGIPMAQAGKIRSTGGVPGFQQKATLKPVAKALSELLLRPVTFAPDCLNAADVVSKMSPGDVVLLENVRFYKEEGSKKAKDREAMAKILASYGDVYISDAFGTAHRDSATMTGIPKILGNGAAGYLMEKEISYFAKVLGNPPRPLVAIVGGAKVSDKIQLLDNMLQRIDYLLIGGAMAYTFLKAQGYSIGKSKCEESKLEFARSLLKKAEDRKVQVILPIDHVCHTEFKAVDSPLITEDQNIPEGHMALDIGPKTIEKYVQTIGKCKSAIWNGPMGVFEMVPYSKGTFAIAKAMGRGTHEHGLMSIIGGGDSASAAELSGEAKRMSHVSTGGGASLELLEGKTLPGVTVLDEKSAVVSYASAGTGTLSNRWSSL
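Luminescent ATP detection (Kinase-Glo Plus) follows a 60-minute room-temperature incubation, with wells lacking PGK as controls. Buffer: 100 mM TEA (pH 7.6), 5 mM MgCl2, 0.01% Tween-20. Coupling enzyme GAPDH (100 nM final) supplies unstable 1,3-BPG in-well.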
Active calls of the source: *; i = inactive; ? = inconclusive; . = no result given; & = joins results of further samples; [ ] = remark or other dose. Unless noted, the call rests on the fitted dose curve; in most records, active means well fitted curve in the direction sought with a large enough effect; inconclusive means small, poorly fitted or top-dose-only effect, or another doubt; inactive means no such curve, though single readings can be large; an effect the other way counts as inactive or inconclusive.

JMJD2A Tudor,G9a inh,PI4K2A inh,Pin1 inhibitor,ERG-DNA inh,BAZ2B inh,HP1b binding inh,Tb PGK inh,GLS inhibitor,Structure
0%,23%[59 µM],-2,-8%,-12%,8%,56%[activator],-8%,3%,COC(=O)C(C(=O)Nc1cc(C)on1)C1CCCCCC1 (centres undefined)
-3%,9%,-7,2%,0%,-5%,?,-6%,-10%,COc1cccc(-c2nnc(SCC(=O)Nc3ccc(OC)c(OC)c3)n2N)c1
-8%,-2%,3,-3%,-5%,-26%,-13%,-4%,-3%,Cn1ccnc1SCC(=O)Nc1ccc(Br)cc1C(F)(F)F
-3%,8%,-2,-5%,14%,1%,16%,-1%,-27%,CC(C)CCNC(=O)[C@@H](NC(=O)c1c(F)cccc1F)C(C)C
-6%,16%,3,-3%,-3%,-14%,37%,8%,-4%,O=C(Cc1c(Cl)cccc1Cl)Nc1cccnc1
-5%,11%,-1,0%,-2%,2%,34%,i,2%,Cn1c(NC(=O)c2ccco2)c(-c2ccccc2Cl)c(=O)c2ccccc21
?,-10%,-2&0,-2%&1%,6%&0%,?,4%&-4%,-4%,11%&27%,Cc1ccc(O)c(NC(=O)C2=CC(c3cccs3)=NS(=O)(=O)N2C)c1
-9%,-44%,6,-2%,7%,46%[activator],24%,5%,1%,O=C(Cn1cnc2c(nnn2-c2cccc(Cl)c2)c1=O)N1CCOCC1
-8%,.,-3,-10%,-7%,7%,19%,i,11%,O=C(CSc1nnc(-c2ccccc2)n1-c1ccccc1)c1cccs1
2%&-10%,7%,-1&1,6%&2%,-11%&1%,1%&4%,38%&42%,.,12%&8%,Cc1ccccc1NC(=O)CCOc1ccccc1
-7%,-42%,-1,0%,1%,8%,21%,-1%,4%,COC(=O)c1cccc(NC(=O)C2CCCN2C(=O)c2cccs2)c1 (centres undefined)
9%,30%[0.501 µM],3,-2%,0%,-3%,26%,i,.,COC(=O)C(NC(C)=O)(Nc1ccccn1)C(F)(F)F (centres undefined)
-13%,-3%[59 µM],-4,-1%,0%,-1%,8%,-3%,8%,COc1cc(C)nc(Oc2ccc(=O)[nH]n2)n1
-17%,14%,16,-6%,-4%,-2%,24%,1%,-8%,O=c1ccn(-c2cccc(C(F)(F)F)c2)nc1-c1ccn(-c2ccccc2F)n1
-8%,.,-1,8%,9%,.,20%,-3%,3%,Cc1ccc(C(=O)NCC(=O)N2CCN(c3cccc(Cl)c3)CC2)s1
11%,25µM*,6,0%,-3%,25%,19%,1%,4%,CCCCOC(=O)Sc1nc2ccccc2o1
-5%[57.1 µM],-24%,-1,-7%,-7%,9%,26%,-4%,0%,Cc1ccccc1OCC(=O)NNC=O
-2%,3%,6,-10%,12%,-14%,51%[activator],-11%,-1%,CC1(C)SC2c3ccccc3C(=O)N2[C@@H]1C(=O)NC1CC1 (some centres undefined)
10%[11.4 µM],-32%,-3,0%,-1%,-1%,41%[activator],4%,-2%,CCc1ccc(OCC(=O)NC(=S)Nc2ccc(S(=O)(=O)NC3CCCCC3)cc2)cc1
11%,-32%,0,-6%,-4%,-2%,43%[activator],-5%,-12%,COCCNS(=O)(=O)c1cc(F)ccc1OC

Fetched one by one from the list above, 3 records:
JMJD2A Tudor,G9a inh,PI4K2A inh,Pin1 inhibitor,ERG-DNA inh,BAZ2B inh,HP1b binding inh,Tb PGK inh,GLS inhibitor,Structure
-7%,-42%,-1,0%,1%,8%,21%,-1%,4%,COC(=O)c1cccc(NC(=O)C2CCCN2C(=O)c2cccs2)c1 (centres undefined)
-8%,.,-1,8%,9%,.,20%,-3%,3%,Cc1ccc(C(=O)NCC(=O)N2CCN(c3cccc(Cl)c3)CC2)s1
11%,-32%,0,-6%,-4%,-2%,43%[activator],-5%,-12%,COCCNS(=O)(=O)c1cc(F)ccc1OC

Going on with the list.
JMJD2A Tudor,G9a inh,PI4K2A inh,Pin1 inhibitor,ERG-DNA inh,BAZ2B inh,HP1b binding inh,Tb PGK inh,GLS inhibitor,Structure
-14%,-28%,1,2%,-1%,15%,15%,-6%,3%,O=C(Cn1c(C(F)(F)F)nc2ccccc21)OCC(=O)c1c[nH]c2ccccc12
-21%,.,-2,52%[activator],1%,.,12%,-7%,3%,CC#CCN1c2ccccc2[C@]23C[C@@H](C(=O)OC)N(C(=O)NCCBr)C2=NC(C(=O)OC)=C(C(=O)OC)[C@H]13
-31%,.,2,17%,1%,.,47%[activator],-1%,1%,Cc1cc(C)c(S(=O)(=O)N2CCN(C3CC(=O)N(c4ccccc4Cl)C3=O)CC2)c(C)c1 (centres undefined)
-3%,.,-1,0%,-6%,.,41%[activator],7%,-1%,CCN(C[C@H]1N[C@@](Cc2ccccc2)(C(=O)OC)[C@H]2C(=O)N(C)C(=O)[C@@H]12)C(=O)NC(C)C
2%,14%,-2,-3%,9%,3%,23%,-6%,-13%,CCNC(=O)CC1C(=O)N(c2cccc(C)c2)C(=O)N1CCC(C)C (centres undefined)
22µM*,?,-7,11%,-5%,14µM*,-41%,-7%,?,O=c1c2ccccc2sn1-c1cc(S(=O)(=O)N2CCOCC2)ccc1N1CCCC1
0%,-47%[59 µM],-3,4%,-2%,6%,49%[activator],-6%,39%[activator],O=C1CS/C(=C\S(=O)(=O)c2ccc(Cl)cc2)N1
1%,-3%[59 µM],-1,-4%,-3%,-29%,29%,2%,-1%,Cc1cc(C(=O)OCC(=O)c2cccc([N+](=O)[O-])c2)c2ccccc2n1
-34%,50µM*,4,4%,3%,-24%,?,4%,7%,Nc1nc(-c2ccccc2)cn1/N=C/c1ccccc1
-12%,-2%,4,0%,6%,-19%,17%,-2%,-3%,O=C1N(c2ccccc2)C[C@@H]2C[C@@H](c3cccc4c3OCO4)N3CCC[C@@]123
3%,2%,0,-5%,9%,0%,32%,-6%,-3%,O=C(NCC1CCCO1)c1cccc(Oc2ccccc2)c1 (centres undefined)
?,?,-16,?,16%,?,11%,-3%,0%,COc1ccc(C2CC(c3cccs3)=Nc3ccccc3S2)cc1 (centres undefined)
-27%,-1%,3,16%,-1%,-37%,27%,i,-12%,Cc1c(Cc2ccccc2)c(=O)oc2c(C)c(OCC(=O)NCc3ccccn3)ccc12
-15%,15%[59 µM],7,-3%,4%,.,45%[activator],-1%,6%,Nc1cc(S(=O)(=O)C(F)(F)F)ccc1C(=O)O
-8%,.,2,1%,9%,.,37%,8%,-3%,CCOC(=O)N1CCC(Nc2nc3ccccc3n3cnnc23)CC1
1%,3%,0,6%,-3%,-20%,30%,4%,17%,CCOC(=O)CNC(=O)Nc1cc(C(C)(C)C)nn1-c1ccccc1
-7%,26%,-2,4%,.,7%,16%,-8%,-2%,CC(=O)N(NC(=O)c1ccccc1Cl)C1CC(=O)N(c2ccc(C)cc2)C1=O (centres undefined)
-12%,-7%[59 µM],-6,6%,4%,-14%,49%[activator],9%,-1%,CC(C)N(C(=O)Cn1cc(SCC(=O)Nc2ccccc2C(F)(F)F)c2ccccc21)C(C)C
3%,-7%,-1,-1%,13%,-3%,41%,i,-17%,COc1ccc(CCNC(=O)COC(=O)COc2ccc(C#N)cc2)cc1
-3%,-39%[59 µM],2,0%,.,-36%,3%,5%[11.5 µM],-7%,CCOC(=O)Cc1csc(NC(=O)CCCCCN2C(=O)c3ccccc3C2=O)n1
45µM*,?,-2,0%,9%,?,-17%,-7%,?,C[C@H](NS(=O)(=O)OCC(Cl)(Cl)Cl)C1CC1c1ccccc1 (some centres undefined)
-32%,2%[59 µM],-4,0%,1%,-3%,-3%,1%,4%,O=C(c1cnn2c(C(F)(F)F)cc(-c3cccs3)nc12)N1CCN(Cc2ccccc2)CC1
-20%,6%[12.7 µM],-6,-12%,9%,11%,-6%,-4%,9%,CN(C)S(=O)(=O)c1ccc(N2CCCC2)c(C(=O)NCC(=O)Nc2ccc(F)c(F)c2)c1
-11%,-10%[2.33 µM],-5,2%,2%,?,32%,-9%,12%,CN(C)Cc1ccccc1COc1ccccc1
-31%,45µM*,-7,25%,101%[activator],40µM*,?,-7%,7%,O=C(O)c1ccccc1Nc1ccc([N+](=O)[O-])c2nonc12
8%,-11%[12.7 µM],2,6%,4%,5%,33%[activator],-4%,-1%,CCc1noc(C)c1C(=O)N1CCN(S(=O)(=O)c2ccccc2C(F)(F)F)CC1
-9%,-3%[59 µM],-4,11%,5%,2%,17%[57 µM],9%,11%,CC(NC(=O)c1cccc(NC(=O)c2nsc3ccccc23)c1)c1ccccc1 (centres undefined)
-7%,27%,1,1%,-9%,-6%,36%,5%,0%,O=C(COc1ncnc2ccccc12)NCc1ccco1
-3%,0%,-2,-2%,-8%,-1%,23%,-5%,-11%,CC1CN(S(=O)(=O)c2ccc(F)cc2)CN1C(=O)N1CCOCC1 (centres undefined)
-4%,?,4,-16%,-3%,0%,27%,0%,24%,CS(=O)(=O)NCC(c1cccnc1)N1CCN(c2ccc(F)cc2)CC1 (centres undefined)
-23%,-10%,-8,25%,19%,-25%,49%[activator],i,10%,O=C(CSc1nc(O)cc(=O)n1C1CCCC1)Nc1cccc(Cl)c1Cl
-1%,-40%,1,6%,11%,-25%,18%,-3%,0%,COc1ccccc1N1CCN(C(=O)CN2C(=O)c3ccccc3C2=O)CC1
?,.,1,-1%,-1%,.,35%,8%,-22%,O=C(O)c1cccc(O)c1O
9%,?,-1,0%,-1%,3%,21%,-4%,5%,CSc1cc(N2CCOCC2)nc(-c2ccccc2Cl)n1

Rows were taken by chance; about 11% have a hit in one of these screens.
